# Screens (PubChem)
# OX1R antag-1: blocks the human orexin 1 receptor; O43613; CHO/OX1R cells, Fluo-8 calcium fluorescence, orexin A; inhibition, % at 5 µM; actives 0.43% (n = 330,000); AID 434989;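 active means inhibition above its plate's threshold, mean inhibition of all tested compounds on the plate plus 3 SD, cut at about 37% in these data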;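 further: 0% = orexin A challenge wells and 100% = SB-334867-A antagonist wells; not every result past the cut was called active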
# Target sequence (O43613 whole entry, looked up): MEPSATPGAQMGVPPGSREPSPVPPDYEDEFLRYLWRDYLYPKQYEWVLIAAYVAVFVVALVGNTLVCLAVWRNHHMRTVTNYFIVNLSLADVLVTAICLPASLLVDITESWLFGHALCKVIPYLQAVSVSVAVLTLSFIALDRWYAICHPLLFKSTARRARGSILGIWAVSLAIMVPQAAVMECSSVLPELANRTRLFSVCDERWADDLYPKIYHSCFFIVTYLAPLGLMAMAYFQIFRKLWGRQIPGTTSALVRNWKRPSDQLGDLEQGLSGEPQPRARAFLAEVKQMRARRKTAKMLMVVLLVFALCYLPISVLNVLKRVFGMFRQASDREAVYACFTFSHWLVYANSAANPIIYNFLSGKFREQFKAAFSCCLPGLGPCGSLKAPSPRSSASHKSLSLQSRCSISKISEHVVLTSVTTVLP
# CHT PAM: human CHT allosteric activation; actives 0.49% (n = 310,000); CHT-expressing cells, membrane potential dye, choline EC20; active compounds read high; LV-AA mutant CHT in HEK293 cells; Q9GZV3; B-score at 10 µM;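 active means initial fluorescence not abnormally high and integrated response B-score, plate-corrected, over 3 SD above library mean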
# Target sequence (Q9GZV3 whole entry, looked up): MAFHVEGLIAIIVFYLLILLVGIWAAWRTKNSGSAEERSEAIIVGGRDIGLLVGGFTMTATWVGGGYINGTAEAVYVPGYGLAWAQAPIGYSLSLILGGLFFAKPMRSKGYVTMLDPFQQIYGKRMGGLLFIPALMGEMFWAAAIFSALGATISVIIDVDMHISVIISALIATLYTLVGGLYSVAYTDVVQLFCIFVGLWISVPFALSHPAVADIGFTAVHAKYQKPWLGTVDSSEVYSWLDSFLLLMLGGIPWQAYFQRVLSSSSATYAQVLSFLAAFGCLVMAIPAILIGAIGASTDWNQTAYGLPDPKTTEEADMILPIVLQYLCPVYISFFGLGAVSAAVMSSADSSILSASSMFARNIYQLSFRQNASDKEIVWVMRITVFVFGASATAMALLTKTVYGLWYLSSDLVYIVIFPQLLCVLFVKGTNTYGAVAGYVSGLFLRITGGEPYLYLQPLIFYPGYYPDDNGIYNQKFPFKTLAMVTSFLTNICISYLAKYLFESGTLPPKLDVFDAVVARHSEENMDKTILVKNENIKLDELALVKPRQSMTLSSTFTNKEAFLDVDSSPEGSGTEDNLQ
# OX1R antag-2: OX1R (human) antagonism; O43613; OX1R-expressing cells, FRET antagonist read-out; inhibition, % at 6.6 µM; actives 1.8% (n = 330,000); AID 485270; in the data active means inhibition mostly above about 38%, no sharp cut-off; inactive means mostly below about 40%;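 further: 0% = agonist challenge alone and 100% = reference antagonist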
# Numbers without * were called inactive; i = inactive; / = no result given; & = joins results of further samples.
structure	OX1R antag-2	OX1R antag-1	CHT PAM
C=CCN(C(=O)c1csnn1)C(C(=O)NCc1ccc(F)cc1)c1ccc(F)cc1 (centres undefined)	15	-21	i
CCCc1cc(=O)oc2cc(C)cc(OCC(=O)NCCCN3CCCC3=O)c12	10	-10	i
CCn1nnnc1SCC(=O)Nc1cc(C)on1	10	-4	i
Cc1cc(C)n(-c2nc3ccccc3c(=O)n2OCc2ccc(Cl)cc2)n1	8	-9	i
CCn1ncc([C@@H]2C[C@H]3CN(Cc4ccccc4C)C(=O)[C@]34CCCN24)c1C	17	-34	i
c1ccc(CCCc2nc(-c3ccccn3)no2)cc1	15	-4	i
CCc1ccc(Oc2ncnc(N)c2[N+](=O)[O-])cc1	23	-14	i
CC1CCCN(C(=O)CN(c2ccccc2)S(=O)(=O)c2ccc(F)cc2)C1 (centres undefined)	22	-1	/

structure	OX1R antag-2	OX1R antag-1	CHT PAM
CCOc1ccc(NC(C(=O)Nc2cccc(C(C)=O)c2)c2ccccc2)cc1 (centres undefined)	3	4	i
CC1Cc2cc(S(=O)(=O)N3CCN(c4ccccc4)CC3)ccc2N1C(=O)C1CC1 (centres undefined)	16	-15	i
CN1C(=O)C2(c3ccccc31)N(C)CC(c1ccccc1)C21SC(=S)N(Cc2ccco2)C1=O (centres undefined)	-4	-32	i
COc1cc(C2C3=C(CC(c4ccco4)CC3=O)Nc3ccccc3N2C(C)=O)cc(OC)c1OC (centres undefined)	5	-14	i
Cc1cc(C)c2c(-n3cccc3)c(C(=O)NNS(=O)(=O)c3ccc(Cl)cc3)sc2n1	17	-29	i
COc1cc2nc(NC(=O)c3ccccc3)[nH]c(=O)c2cc1OC	35	-9	i
Cc1cccc(C(=O)NN(C)c2nc(-c3ccccc3)nnc2C(F)(F)F)c1	7	-13	i
COc1ccc(NC(=O)CSc2nc3c(c(=O)n(C)c(=O)n3C)n2C)c(OC)c1	35	2	i

structure	OX1R antag-2	OX1R antag-1	CHT PAM
O=c1cc(O)nc(SCc2ccccc2)n1-c1ccccc1	5&25	-14&-28	i
CC(C)N(CCNS(=O)(=O)c1ccc(Cl)cc1)C(C)C	6	-2	i
O=C(NCc1ccccc1)C(=O)Nc1nccs1	4	-4	i
Cc1cccc(Nc2nc(N)nc(CN3CCN(c4ccc(F)cc4)CC3)n2)c1	15	-23	i
CCOc1ccc(CCNC(=O)COC(=O)CCc2cc(OC)c(OC)c(OC)c2)cc1OCC	18	-36	i
CCN(CC(=O)NCc1cccs1)C(=O)c1cccc(S(=O)(=O)Nc2ccc(OC)cc2)c1	8	-2	i
COc1ccc(OCCSc2nnc(C)n2-c2ccccc2)cc1	10	3	i
CSCCC(NC(=O)c1cccc(S(=O)(=O)N2CCOCC2)c1)c1nc2ccccc2[nH]1 (centres undefined)	8	-12	/

structure	OX1R antag-2	OX1R antag-1	CHT PAM
CC1(C)C=Cc2c(ccc(-c3coc4cc(O)ccc4c3=O)c2O)O1	6	4	i
CN1CCN(c2ccc(NC(=O)CSc3nnnn3-c3ccccc3Cl)cc2)CC1	-2	-8	i
Cc1cccc(C(C)C)c1NC(=O)c1ccc(COc2ccc3c(C)cc(=O)oc3c2)cc1	14	-22	i
CCOc1ccc(OCC(=O)Nc2ccccc2N2CCCC2)cc1	17	-39	i
COCCN(CCOC)C(=O)C1CCN(c2ccc(S(=O)(=O)N3CCOCC3)cc2[N+](=O)[O-])CC1	26	-16	i
N=c1oc2ccc(Br)cc2cc1C(=O)NC1CCCCCC1	9	0	i
Cc1cc(NC(=O)CN2CCc3ccccc3C2)nc2c1c(=O)oc1ccccc12	13	-27	i
O=C(Cn1cnc([N+](=O)[O-])c1)NCc1ccc(F)cc1	18	-9	i

structure	OX1R antag-2	OX1R antag-1	CHT PAM
S=C(Nc1ccccc1Cl)N(CCN1CCCCC1)Cc1ccco1	15	-26	i
O=C(COC(=O)c1ccccc1OCc1ccccc1Cl)NCC1CCCO1 (centres undefined)	8	-22	/
CCN(CC(=O)NCc1ccco1)S(=O)(=O)c1ccc(F)cc1	18	1	i
CCOC(=O)Cn1c(=O)c2c(nc(Br)n2Cc2ccc(Cl)cc2)n(C)c1=O	8	-33	i
CC(C)[C@H](NC(=O)c1cccc(CN(Cc2ccccc2)C(=O)/C=C/c2ccccc2)c1)C(=O)O	13	-13	i
Cc1nn(Cc2ccc(Cl)c(Cl)c2)c(C)c1NC(=O)c1noc2c1CCCCC2	15	-11	i
C/C(=N\NC(=O)CC1(C)OCCO1)c1cccs1	11	-7	i
CCNC(=O)CSc1nnc(-c2cc(-c3ccc(Cl)cc3)nc3ccccc23)o1	-2	-23	i

structure	OX1R antag-2	OX1R antag-1	CHT PAM
CCOc1cc(Cl)c(S(=O)(=O)NCCCN2CCOCC2)cc1Cl	10	-30	i
CC(=O)Nc1ccc(S(=O)(=O)NCCc2ccc(S(N)(=O)=O)cc2)cc1	5	-19	i
CC(C)(C)c1cnnn1-c1ccc(C(=O)CCl)cc1	10	-9	i
Cc1nn2c3c(cnc2c1-c1ccc(Cl)cc1)C(=O)CC(c1ccco1)C3 (centres undefined)	13	-31	i
Cc1n[nH]c(C)c1Sc1ccccc1N=Cc1cc([N+](=O)[O-])ccc1O	11	0	i
O=C(NC(=S)Nc1ccc2oc(-c3ccncc3)nc2c1)c1ccccc1F	16	-13	i
N#CC1=C(N)Oc2n[nH]c(-c3ccccc3)c2C12C(=O)Nc1ccccc12 (centres undefined)	5	-21	i
Cc1cc(=O)[nH]c(SCC(=O)NCC2CCCO2)n1 (centres undefined)	2	0	i

structure	OX1R antag-2	OX1R antag-1	CHT PAM
COc1ccccc1-n1cnnc1SCC(=O)Nc1cccnc1Cl	19	-3	i
O=C(N/N=C(/CC(=O)c1cccs1)C(F)(F)F)c1ccc(O)cc1	27	2	i
COc1ccccc1/C=C/C=N/n1c(-c2ccccn2)n[nH]c1=S	9	-21	i
C1CC(CN2CCOCC2)CN(c2nc3nonc3nc2N2CCSCC2)C1 (centres undefined)	9	-5	i
Cc1cc(C)c(NC(=O)COc2nc3ccccc3nc2C)c(C)c1	7	-2	i
S=c1[nH]nc(Cc2ccccc2)n1-c1ccc(Cl)cc1	20	-2	i
O=C1/C(=C/c2cccnc2)SC(=S)N1NS(=O)(=O)c1ccccc1	10	1	i
O=C(CN1CCN(S(=O)(=O)c2ccc(Br)s2)CC1)N1CCCCC1	2	8	/

# Quoted at random: six entries already listed.
structure	OX1R antag-2	OX1R antag-1	CHT PAM
CCOc1ccc(OCC(=O)Nc2ccccc2N2CCCC2)cc1	17	-39	i
CN1C(=O)C2(c3ccccc31)N(C)CC(c1ccccc1)C21SC(=S)N(Cc2ccco2)C1=O (centres undefined)	-4	-32	i
COc1cc(C2C3=C(CC(c4ccco4)CC3=O)Nc3ccccc3N2C(C)=O)cc(OC)c1OC (centres undefined)	5	-14	i
Cc1nn2c3c(cnc2c1-c1ccc(Cl)cc1)C(=O)CC(c1ccco1)C3 (centres undefined)	13	-31	i
C1CC(CN2CCOCC2)CN(c2nc3nonc3nc2N2CCSCC2)C1 (centres undefined)	9	-5	i
CCOc1cc(Cl)c(S(=O)(=O)NCCCN2CCOCC2)cc1Cl	10	-30	i

# Other entries follow:
structure	OX1R antag-2	OX1R antag-1	CHT PAM
O=C(O)CCCNS(=O)(=O)c1ccc2ccccc2c1	25	-17	i
Cc1ccc(-c2cc(C(=O)Nc3cnn(C45CC6CC(CC(C6)C4)C5)c3)no2)cc1	0	-8	i
CC(C)(C)OC(=O)C[C@@H]1C/C=C\C[C@H](CC(=O)N(CCO)Cc2ccccc2)C(=O)NCCOC1=O	5	-6	/
C/C(=N\NC(=O)c1cc(C(C)C)[nH]n1)c1ccncc1	20	10	i
Clc1cncc(Cl)c1N/N=C/c1ccccc1	4	-33	i
CC(C)(C)OC(=O)NCCCCC1=CC2=CC(=O)C(C)(O)C(=O)C2=CO1 (centres undefined)	28	-12	i
CCOc1ccc2[nH]cc(C(=O)N3CCN(C4CCCCC4)CC3)c(=O)c2c1	2	6	i
Cc1ccc(C(=O)NC(=S)Nc2ccc(N3CCOCC3)cc2)cc1C	24	-34	i

structure	OX1R antag-2	OX1R antag-1	CHT PAM
Cc1occc1C(=O)Nc1nnc(-c2ccncc2)s1	3	-18	i
O=C(COc1ccc(C2SCCS2)cc1)NNC(=O)C(Cl)Cl	6	-6	i
CC1(C)NC(=O)N(CC(=O)OCC(=O)Nc2cccc(S(N)(=O)=O)c2)C1=O	8	-7	i
O=C(NCC(=O)N1CCN(C(c2ccccc2)c2ccccc2)CC1)c1ccc(Br)o1	17	1	i
COCCN(C(=O)CSc1ncc(C(F)(F)F)cc1Cl)c1c(N)n(Cc2ccccc2)c(=O)[nH]c1=O	47	-11	i
CC1(c2ccc(Cl)cc2Cl)NC(=O)N(CC(=O)Nc2ccc3[nH]c(=O)[nH]c3c2)C1=O (centres undefined)	6	-8	i
COc1cccc(CNS(=O)(=O)c2ccc3c(c2)CCN3C(=O)C2CC2)c1	19	-7	i
CCOC(=O)Nc1ccc(S(=O)(=O)Nc2onc(C)c2C)cc1	5	-30	i

structure	OX1R antag-2	OX1R antag-1	CHT PAM
CCOc1ccccc1N1CCN(C(=O)C(F)(F)F)CC1	1	-22	i
CC1CCC(N2CC(=O)N(Cc3ccc4c(c3)OCO4)C(c3ccc(F)cc3)C2=O)CC1 (centres undefined)	18	-11	i
COc1ccc(C)cc1N(C)C(=O)c1coc(=O)c2ccccc12	16	-14	i
Cc1ccc(NC(=O)c2cccnc2C(=O)Nc2ccc(C)cc2)cc1	16	-21	i
CCOc1ccc(C(=O)Nc2ccc(Cc3ccncc3)cc2)cc1Br	46	-6	i
COc1ccc(C(CNC(=O)c2oc3ccc(C)cc3c2C)N2CCCCC2)cc1 (centres undefined)	16	-19	i
CC(C)C[C@@H]1NC(=O)N(CCN2CCOCC2)C1=O	45	-2	i
O=C(Cc1ccc(S(=O)(=O)N2CCOCC2)s1)NCC1CCCCC1	-6	-6	i

structure	OX1R antag-2	OX1R antag-1	CHT PAM
O=C(CN1CCCCCC1)Nc1cc([N+](=O)[O-])ccc1Cl	62*	5	i
C=CCNC(=S)Nc1c(N)n(C)c(=O)n(C)c1=O	6	-10	i
COc1cc(S(=O)(=O)N2CCN(C(=O)c3ccco3)CC2)c(OC)cc1C	11	-13	i
Cc1cccc(NC(=O)CSc2ncnc3c2oc2ccccc23)c1	14	-32	i
O=C(Nc1ccccc1)c1csc(-c2ccccc2)n1	13	-44	i
O=C(CSc1ncn[nH]1)Nc1ccc([N+](=O)[O-])cc1Br	14	-3	i
O=C(CCNS(=O)(=O)c1ccc(Br)cc1)NCCCSc1ccccc1	4	-9	/
COc1cccc(S(=O)(=O)NCC(=O)N2CCCCCC2)c1	7	-10	i

structure	OX1R antag-2	OX1R antag-1	CHT PAM
CCc1ccc(N2CC(C(=O)NCC(C)(C)N3CCOCC3)CC2=O)cc1 (centres undefined)	0	-19	/
Cc1cc(OCc2cc(C(=O)N(C)CC3CCOCC3)no2)cc(C)c1Cl	7	-10	i
O=C(Cn1cncn1)N/N=C/c1cccc(Cl)c1	36	-6	i
Oc1ccc(-c2csc(Nc3cccnc3)n2)cc1	18	-13	i
Cc1cc(C)n2nc(C(=O)OCC(=O)NNC(=O)c3ccccc3)nc2n1	0	-10	/
CCN(CC)S(=O)(=O)c1ccc(N2CCOCC2)c(NC(=O)COc2ccccc2)c1	2	-11	i
CC(C)NC(=O)CC(=O)N/N=C\c1ccccc1C(=O)O	17	-4	i
CCOc1cc(C(c2c(C)[nH][nH]c2=O)c2c(C)[nH][nH]c2=O)cc([N+](=O)[O-])c1O	25	-10	i

structure	OX1R antag-2	OX1R antag-1	CHT PAM
O=C(COC(=O)CNC(=O)C1CCCCC1)Nc1ccc(Br)cc1Br	2	-14	/
CC(C)CC(=O)N1CCC(O)(CS(=O)(=O)Cc2ccccc2)CC1	7	-15	i
Cc1cc(C)cc(OCC(=O)Nc2ccccc2N2CCCCC2)c1	18	-17	i
COc1ccc(Cl)cc1NC(=O)CN(C)C(=O)Cc1ccc(-c2ccccc2)cc1	8	-8	/
CCOC(=O)c1ccc2c(c1)n(CCCS(=O)(=O)[O-])c(/C=C/c1ccc(Cl)cc1)[n+]2CC	30	-11	11*
Cc1ccc(S(=O)(=O)Nc2nc(C)c(NC(=O)OCCCl)s2)cc1	5	-8	i
CC(C)(Oc1ccc(F)cc1)C(=O)OCC(=O)c1ccc(S(C)(=O)=O)cc1	0	-1	/
COc1ccc(CNC(=O)Nc2ccc(C)cc2C)cc1	10	-15	i

structure	OX1R antag-2	OX1R antag-1	CHT PAM
COc1ccc(NC(=O)C(Cc2ccccc2)n2cccc2)cc1 (centres undefined)	9	-15	i
CN(Cc1nc2ccccc2c(=O)[nH]1)Cc1nc2ccsc2c(=O)[nH]1	21	-32	i
COC(=O)[C@]1(CC(C)C)N[C@H](c2ccc(-c3ccccc3)cc2)[C@@H]2C(=O)N(C)C(=O)[C@@H]21	-1	-10	/
Cn1c(=O)[nH]c(=O)c2c1nc(CN1CCN(c3ccccc3F)CC1)n2CCCc1ccccc1	7	-7	i
O=[N+]([O-])c1cc(C(F)(F)F)ccc1NCCCCNS(=O)(=O)c1ccc2ccccc2c1	0	18	i
Cn1c(N)c(-c2nc3cccnc3n2C)sc1=S	18	-14	i
CCCCCCCC(=O)N/N=C(\C)c1ccc(N)cc1	35	-23	i
Cc1ccc(S(=O)(=O)N2CCC(C(=O)Nc3ccccc3N3CCCC3)CC2)cc1	2	-28	i

structure	OX1R antag-2	OX1R antag-1	CHT PAM
CCN(C(=O)c1cc2c(=O)[nH]c3ccc(C)cc3c2s1)c1ccc(OC)cc1	6	-25	i
Cc1cccc(C)c1NC(=O)CN	5	-2	i
Cc1occc1-c1nnc(SCC(=O)NC2CC2)n1C	9	-3	i
CC1CCCC(NC(=O)COC(=O)c2n[nH]c3ccccc23)C1C (centres undefined)	2	-10	/
